Source: PubChem BioAssay (The Scripps Research Institute Molecular Screening Center)
Tn7 DDE FP: inhibitors of Tn7 peptide binding to fibrin DD(E), primary screen, biochemical, fluorescence polarization, human fibrin, Tn7 probe. Fibrinogen beta chain (Homo sapiens), P02675. FP displacement of FITC-Tn7 peptide from fibrin DD(E); 0% = median of compound wells per plate. inhibition, % at 8.3 µM. 0.13% of 370,000 active. AID 720508, 2013;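 active = inhibition above the mean of compounds falling within the control limits plus 3 SD of them, cut at about 14% in these data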;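 note: 0% = plate median of compound wells and 100% = 10 µM Aha-Tn7 peptide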
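Also added: labelled Tn7 tracer, 0.1 µM; Assay system: human fibrin DD(E) protein; Amount: 2 µM fibrin DD(E); Schedule: 10 min compound pre-incubation, 3 h probe incubation at room temperature; Repeats: one replicate per compound; Read-out basis: percent inhibition; Measured by: fluorescence polarization of the labelled Tn7 tracer.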
ADAM17 inh: ADAM17 inhibitors, primary screen, biochemical, QFRET. recombinant ADAM17, EDANS/DABCYL FRET peptide cleavage. Disintegrin and metalloproteinase domain-containing protein 17 (Homo sapiens), P78536. inhibition, % at 6.95 µM. 0.83% of 370,000 active. AID 720648, 2013;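 active = inhibition above the mean of compounds lying between control limits plus 3 SD, set per campaign, cut at about 8.5% in these data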;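 note: 0% = DMSO-only wells as the low control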
DDE Tn6 FP inh: inhibitors of Tn6 peptide binding to fibrin DD(E), primary screen, biochemical, fluorescence polarization, human fibrin, Tn6 probe; Fibrin DD(E) TRITC-Tn6 fluorescence polarization displacement; inhibition, % at 8.3 µM; AID 720509, 2013; Fibrinogen beta chain (Homo sapiens), P02675; 0.21% of 370,000 active;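 active = inhibition above a per-campaign cutoff: mean of compounds within control limits plus 3 SD, cut at about 15% in these data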;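 note: 0% = median of all compound wells on the plate and 100% = blocking peptide control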
KLK7 zymogen act: proKLK7 zymogen activators, primary screen, biochemical, fluorescence intensity; purified proKLK7, EDANS-DABCYL substrate fluorescence; 100% is mature enzyme control, 0% vehicle; activation, % at 7 µM; 0.9% of 370,000 active; AID 652039, 2013;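 active = activation above the mean of all tested compounds plus 3 SD, computed per campaign excluding outliers beyond control limits, cut at about 13% in these data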
ARFGAP1 inhibitor: inhibitors of rat ARFGAP1 GAP activity, primary screen, biochemical, fluorescence polarization, GDP tracer | 0.26% of 360,000 active | Arfgap1-stimulated ARF1 GTP hydrolysis, GDP FP detection | inhibition, % at 16.5 µM | ADP-ribosylation factor GTPase-activating protein 1 (Rattus norvegicus), Q62848 | AID 651572, 2012;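 active = inhibition above a per-plate limit, mean inhibition of low control wells plus 3 SD, cut at about 25% in these data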;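 note: 0% = DMSO wells with enzyme and 100% = wells lacking Arfgap1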
Target sequence (Q62848 1-136 limits assumed): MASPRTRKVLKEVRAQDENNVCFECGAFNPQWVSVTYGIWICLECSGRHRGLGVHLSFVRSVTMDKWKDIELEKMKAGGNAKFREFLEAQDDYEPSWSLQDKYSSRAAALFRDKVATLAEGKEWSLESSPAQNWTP
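system = rat Arfgap1 catalytic domain, aa 1-136 | technique = FP, GDP Alexa 633 tracer displaced from anti-GDP antibody, 620/688 nm | compound = one concentration, 16.5 µM, DMSO 1.26% | medium = HEPES-based buffer, pH 7.5 | timing = compound-enzyme preincubation 20 min, reaction 120 min, detection 60 min, 25 °C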
ASAP1 GAP inh: inhibitors of human ASAP1 ArfGAP activity, primary screen, biochemical, fluorescence polarization; Arf-GAP with SH3 domain, ANK repeat and PH domain-containing protein 1 (Homo sapiens), …; 0.19% of 360,000 active; inhibition, % at 16.5 µM; ASAP1-stimulated ARF1 GTP hydrolysis, GDP FP detection; in the data active = inhibition above about 25%;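 note: 0% = vehicle with enzyme and substrate and 100% = no enzyme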
LEDGF integ inh: blockers of LEDGF/p75-dependent integrase strand transfer – biochemical, TR-FRET, high throughput, primary screen; 0.64% of 370,000 active; inhibition, % at 3.7 µM; TR-FRET IN-LEDGF/p75 DNA integration, Eu/Cy5; HIV-1 integrase (with human LEDGF/p75);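 active = inhibition above the screen-wide mean plus 3 SD, cut at about 13% in these data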;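 note: signal is the Cy5 over europium emission ratio at 671 and 618 nm; 0% = plate median of compound wells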
ADAM10 inh: human ADAM10 inhibitors, primary screen, biochemical, QFRET, HTS | recombinant ADAM10, EDANS/DABCYL FRET peptide cleavage, 3 h | inhibition, % at 7 µM | AID 720582, 2013 | 0.62% of 370,000 active;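 active = inhibition above a per-campaign cutoff equal to the mean of compounds falling between control-based bounds plus 3 SD, cut at about 20% in these data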;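 note: 0% = DMSO wells while the 100% control is not disclosed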
Target sequence (O14672 214-748 limits assumed): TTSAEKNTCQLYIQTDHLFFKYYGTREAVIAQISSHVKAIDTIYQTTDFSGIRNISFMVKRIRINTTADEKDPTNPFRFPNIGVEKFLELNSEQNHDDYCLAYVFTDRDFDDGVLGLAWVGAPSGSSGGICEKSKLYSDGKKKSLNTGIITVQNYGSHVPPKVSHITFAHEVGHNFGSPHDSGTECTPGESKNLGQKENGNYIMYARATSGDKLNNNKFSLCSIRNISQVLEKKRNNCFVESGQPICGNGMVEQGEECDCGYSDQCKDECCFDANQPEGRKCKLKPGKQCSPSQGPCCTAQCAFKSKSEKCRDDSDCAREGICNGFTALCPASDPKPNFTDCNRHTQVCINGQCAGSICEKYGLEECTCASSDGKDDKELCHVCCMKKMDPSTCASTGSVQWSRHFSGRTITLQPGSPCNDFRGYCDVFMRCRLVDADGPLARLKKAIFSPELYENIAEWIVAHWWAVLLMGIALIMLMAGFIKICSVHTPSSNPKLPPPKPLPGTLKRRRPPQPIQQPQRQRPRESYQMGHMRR
TDP2 absorb: human TDP2 enzyme inhibitors, primary screen, biochemical, epi absorbance, recombinant enzyme | 0.34% of 370,000 active | Tyrosyl-DNA phosphodiesterase 2 (Homo sapiens), O95551 | inhibition, % at 12.8 µM | T5PNP hydrolysis, p-nitrophenol absorbance 415 nm;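 active = inhibition above the mean of all tested compounds plus 3 SD, set per campaign, cut at about 25% in these data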;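 note: 0% = DMSO with enzyme and 100% = buffer with substrate but no TDP2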
Target sequence (O95551 whole entry, looked up): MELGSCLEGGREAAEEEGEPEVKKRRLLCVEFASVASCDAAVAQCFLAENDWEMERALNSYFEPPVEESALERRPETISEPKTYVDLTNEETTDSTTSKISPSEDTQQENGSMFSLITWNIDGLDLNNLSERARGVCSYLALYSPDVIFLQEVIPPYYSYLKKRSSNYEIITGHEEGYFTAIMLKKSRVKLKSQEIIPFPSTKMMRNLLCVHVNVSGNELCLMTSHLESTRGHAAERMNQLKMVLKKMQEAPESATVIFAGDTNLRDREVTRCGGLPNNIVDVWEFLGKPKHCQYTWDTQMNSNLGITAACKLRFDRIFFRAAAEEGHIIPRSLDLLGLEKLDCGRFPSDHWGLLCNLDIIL
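Assay system: Recombinant human TDP2 | Quantity: 120 nM TDP2 per well | Incubation: 2 h at 37 °C | Signal: Epi absorbance | Evaluation: Percent inhibition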
PLCg1 inh: PLC-gamma1 enzyme inhibitors, primary screen, biochemical, fluorescence, purified enzyme | 1-phosphatidylinositol 4,5-bisphosphate phosphodiesterase gamma-1 (Homo sapiens), P19174 | fluorogenic substrate | inhibition, % at 12.2 µM | 0.84% of 370,000 active | AID 720700, 2013; in the data active = inhibition above about 9.5%
The depositor's hits bear a star; . = no result given.

Results follow in this order: Tn7 DDE FP	ADAM17 inh	DDE Tn6 FP inh	KLK7 zymogen act	ARFGAP1 inhibitor	ASAP1 GAP inh	LEDGF integ inh	ADAM10 inh	TDP2 absorb	PLCg1 inh
#1 c1ccc2oc(-c3[nH]ncc3CN(Cc3ccncc3)CC3CCCO3)cc2c1 (configuration not stated)
  -1	-3	-4	-0.2	0	-1	2	-10	9	-20
#2 COC(=O)c1ccc(C)c(NC(=O)C(CCSC)NC(=O)c2cc(OC)c(OC)c(OC)c2)c1 (configuration not stated)
  8	-2	-1	-0.3	3	-4	-3	1	6	5
#3 CCc1ccc(-n2c(=O)c3c(C)c(C(=O)N(C)C)sc3n(CC(=O)NCc3ccco3)c2=O)cc1
  6	-2	6	0.9	-2	10	0	-3	3	0
#4 CCOC(=O)c1cn[nH]c1C(F)(F)F
  8	0	-9	0.2	-1	2	3	-4	-8	1
#5 Cc1ccc(S(=O)(=O)Nc2ccc3c(c2)CC(=O)N([C@H](C)CO)C[C@@H](C)[C@H](CN(C)S(=O)(=O)c2ccccc2)O3)cc1
  6	4	-3	0.8	6	-9	-2	12	-3	4
#6 COc1ccc(Br)cc1-c1nc2c(c(=O)[nH]c(=O)n2Cc2ccccc2)n1C
  -10	0	-3	-0.4	8	11	2	-4	9	0
#7 COc1ccc(N(CC(=O)NCCOc2ccccc2)S(=O)(=O)c2ccc(C)cc2)cc1
  4	0	3	0.0	7	-10	1	2	-6	-2
#8 Cc1c(C)n2c(SCC(=O)N3CCOCC3)nnc2[nH]c1=O
  -1	0	-3	0.3	-5	-22	4	-2	4	0
#9 Cc1ccccc1NC(=O)CSc1ccc(-c2ccccn2)nn1
  7	-5	-4	0.7	6	-3	-5	-17	-6	-1
#10 O=[N+]([O-])c1ccc(N2CCNCC2)c(S(=O)(=O)N2CCOCC2)c1
  2	1	4	0.2	-1	-16	3	4	6	-2
#11 CCOC(=O)c1sc(C)c(C(=O)NCCCN2CCOCC2)c1N
  -6	-25	-5	1.9	8	-3	2	-70	-1	-65
#12 CCOc1cccc2sc(N(CCCN(C)C)C(=O)c3ccc(S(=O)(=O)N(C)CC4CCCO4)cc3)nc12 (configuration not stated)
  -1	3	-6	-0.8	8	7	-1	-10	-10	1
#13 Fc1cccc(Cl)c1CN1CCN(c2nc3ccccc3s2)CC1
  10	6	11	0.3	-13	-7	-2	13	5	0
#14 Cc1cc(C)cc(OC(=O)CS(=O)c2ccc(C(F)(F)F)cc2[N+](=O)[O-])c1 (configuration not stated)
  1	2	-4	0.2	-4	-2	-2	6	-14	5
#15 CC(C)CN(CC(C)C)C(=O)c1cccc(S(=O)(=O)N2CCc3ccccc32)c1
  -6	4	-5	-0.2	5	-4	0	7	-23	4
#16 CCN(c1ccccc1)S(=O)(=O)c1ccc(Cl)c(C(=O)NCCc2ccc(OC)cc2)c1
  -2	5	1	-0.2	13	7	3	0	-5	8
#17 COc1ccc(C)cc1Nc1n[n+](-c2ccccc2)c(-c2ccc(C(=O)O)cc2)s1
  3	-4	2	0.3	0	10	-1	-1	0	1
#18 COc1ccc(-n2c(SCC(=O)N3CCCCC3)nc(O)cc2=O)cc1
  4	-7	2	-0.2	-5	-7	0	-1	18	2
#19 CCOc1ccc(-c2nnc(N3CCCCC3)c3ccccc23)cc1
  4	-1	-4	-0.3	9	0	2	-4	3	-9
#20 COc1ccc(Nc2ccc(S(=O)(=O)N3CCCCC3)cc2[N+](=O)[O-])cc1
  4	1	8	-0.6	-6	-4	-3	-4	0	5

(more compounds)
Results follow in this order: Tn7 DDE FP	ADAM17 inh	DDE Tn6 FP inh	KLK7 zymogen act	ARFGAP1 inhibitor	ASAP1 GAP inh	LEDGF integ inh	ADAM10 inh	TDP2 absorb	PLCg1 inh
#21 Cc1ccc2nc(-c3ccc(Cl)cc3)c(Cc3ccsc3)n2c1
  7	-10	4	0.6	-12	-5	-1	-32	2	-15
#22 COc1ccccc1NC(=O)C(C)OC(=O)C(C)SCC(=O)Nc1ccc(C)cc1 (configuration not stated)
  -6	0	0	0.4	-14	-7	2	-7	-14	-21
#23 COc1ccc(CNC(=O)C2(CC3CC(c4ccccc4)=NO3)CCN(C(=O)C3(C)CC3)CC2)cc1 (configuration not stated)
  -9	8.7*	2	0.9	3	2	5	7	-14	11*
#24 CCOC(=O)CSc1nc2sc3c(c2c(=O)n1-c1ccc(OC)cc1)CCN(C)C3
  1	-11	-1	-1.5	24	21	2	-16	11	-40
#25 O=C(NCCC1CCCCN1S(=O)(=O)c1ccc(F)cc1)C(=O)NCc1cccnc1 (configuration not stated)
  3	-4	4	-0.1	10	1	-2	-6	6	1
#26 CCOC(=O)c1ccc(Oc2nc(N(C)C)nc(N(C)C)n2)cc1
  -3	-1	0	0.3	2	-4	-3	4	-2	2
#27 CCOC(=O)c1cccc(N2C(=O)Nc3ccccc3N2O)c1
  6	-2	-6	-0.1	3	-2	1	-10	-1	-1
#28 CCCCn1c(N)c(N(CCC(C)C)C(=O)CN2C(=O)C3CCCCC3C2=O)c(=O)[nH]c1=O (configuration not stated)
  -1	-4	10	-0.1	-10	-1	1	-7	-19	0
#29 Cc1c(C(=O)OC(C)C)sc(NC(=O)c2cnccn2)c1C(=O)OC(C)C
  2	-3	-2	0.3	10	0	-4	-6	-1	0
#30 CC(C)(C)c1ccc(C(=O)NCCCNC(=O)c2ccccn2)cc1
  2	-5	-11	-0.6	4	6	-7	0	-12	-4
#31 Cc1noc(C)c1C(=O)Nc1nc(-c2ccccc2Cl)cs1
  -5	-2	-5	-0.1	1	-10	5	-7	6	-3
#32 O=C(NCCCn1ccnc1)Nc1ccc(Cl)cc1Cl
  -3	-3	0	0.2	4	5	1	-2	-9	0
#33 CC(Sc1nc2ccccc2c(=O)n1CC1CCCO1)C(=O)Nc1ccc(S(N)(=O)=O)cc1 (configuration not stated)
  -2	-2	6	0.0	6	8	0	-1	-9	-4
#34 Cc1cc(C)cc(NC(=O)CN2CCC(C(=O)c3ccccc3)CC2)c1
  5	0	0	0.0	-8	-5	0	1	5	-1
#35 COc1ccc(Cn2c(C(F)(F)F)ccc(C(N)=O)c2=O)cc1
  -5	-47	5	1.7	-6	-12	11	-140	-2	-1
#36 COc1ccc(NC(=O)N(C)C[C@H]2OCc3cnnn3CCCC(=O)N([C@@H](C)CO)C[C@H]2C)c(OC)c1
  1	-1	6	-0.1	17	-6	-1	-11	-9	-2
#37 Cc1ccc(-c2nnn(CC(=O)N(Cc3cccs3)C(C(=O)NCC3CCCO3)c3ccco3)n2)o1 (configuration not stated)
  -8	2	-2	0.3	13	3	1	10	-8	7
#38 CCN(CC)S(=O)(=O)c1cc(NC(=O)CCNC(=O)c2ccco2)ccc1C
  -4	1	-2	0.1	0	0	-2	3	-12	0
#39 COc1cc(C(=O)N2CCN(CC(O)COc3ccccc3)CC2)cc(OC)c1OC (configuration not stated)
  -3	-1	-1	0.6	1	-10	3	5	-10	1
#40 O=C(NCc1cccnc1)c1cc(Sc2cccc(Cl)c2)nc2ccccc12
  -6	2	1	-0.5	-3	-2	1	-2	-6	-4

Carrying on:
Results follow in this order: Tn7 DDE FP	ADAM17 inh	DDE Tn6 FP inh	KLK7 zymogen act	ARFGAP1 inhibitor	ASAP1 GAP inh	LEDGF integ inh	ADAM10 inh	TDP2 absorb	PLCg1 inh
#41 CCCc1nn2c(=O)cc(CSCC(=O)Nc3cccc(C)c3)nc2s1
  3	-2	2	-0.1	-7	-6	-2	2	9	0
#42 NNC(=S)NCc1ccccc1
  -4	0	-8	0.0	-3	2	5	12	-18	1
#43 O=C(NCCC(=O)N1CCOCCOCCOCCOCC1)OCc1ccccc1
  4	-5	-1	-0.2	-8	-7	-1	-5	-1	2
#44 Cc1cc(S(=O)(=O)Nc2cccc(C(=O)O)c2)c(C)c(S(=O)(=O)c2ccc(Cl)cc2)c1
  -6	1	-7	0.5	0	4	-5	-7	-13	2
#45 c1ccc(-n2cnc3cc(NCc4ccncc4)ccc32)cc1
  7	-3	-4	-1.6	-12	-2	0	-9	-8	-33
#46 Cc1ccc(S(=O)(=O)N2C[C@H]3C(=O)C[C@@H](c4ccc(Cl)cc4)N(S(=O)(=O)c4ccc(C)cc4)[C@H]3C[C@H]2c2cccc3ccccc23)cc1
  -9	7	0	-0.4	6	-2	1	4	2	-3
#47 O=C(N/N=C/c1ccccn1)C12CC3CC(CC(C3)C1)C2
  4	-2	7	-0.5	-5	6	-1	-8	-4	0
#48 COC(=O)C1CN(CCO)CCS(=O)(=O)N1Cc1cn(Cc2ccc(C)cc2)nn1 (configuration not stated)
  4	0	3	0.3	.	.	-5	0	1	1
#49 CC1(C)CC(=O)c2cnc(NC(=O)C3CCCC3)nc2C1
  -10	-1	0	-0.1	2	19	0	-1	6	2
#50 O=C(NC(=S)Nc1nc2c(s1)CCCC2)c1ccc(C(=O)c2ccccc2)cc1
  -3	2	0	0.2	-3	0	1	7	-4	0
#51 OC(COc1ccc(F)cc1)CN1CCN(c2ccccc2F)CC1 (configuration not stated)
  -4	0	2	0.1	2	2	-2	-1	10	2
#52 O=C(COC(=O)c1ccc(C(F)(F)F)cc1)Nc1cccc(S(=O)(=O)N2CCCCC2)c1
  1	2	5	-0.3	8	-11	-2	-2	6	-2
#53 Cc1cc([N+](=O)[O-])nn1CCCC(=O)Nc1cc(Cl)ccc1Cl
  4	2	5	0.3	-14	-3	2	9	-3	0
#54 CN(CC1COc2ccccc2O1)C(=O)CCNS(=O)(=O)c1ccc(F)c(Cl)c1 (configuration not stated)
  -3	-2	-2	-0.2	-9	3	-1	0	2	1
#55 COC1(OC)N=C(N)C2(C#N)C(c3ccc(F)cc3)C12C#N (configuration not stated)
  1	-2	7	-1.1	-6	-18	4	1	5	-3
#56 CCC(NS(=O)(=O)c1ccc2c(c1)Cc1cc(S(=O)(=O)NC(CC)C(=O)O)ccc1-2)C(=O)O (configuration not stated)
  -6	-2	-4	-0.2	-3	2	2	4	14	0

This is a random part of the collection; 4.2% or so of the library scored in one or more.
